HCV inhibitor: qHTS Assay for Inhibitors of Hepatitis C Virus (HCV) | Huh7.5.1 HCVcc-Cre infection, luciferase reporter, 44 h | Potency, µM (titrated, usually from 41.8 µM), for the others: at the top dose activity change, negative = inhibition, hits mostly inhibitors | actives 3.4% (n = 340,000); note: potency is the fitted concentration of half-maximal effect
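Cells (1,000/well) were plated 4 h before compound, then infected with HCVcc-Cre virus (~0.5 moi). After 44 h further culture, infection was read as luciferase luminescence following a 15 min substrate incubation at room temperature.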
HCMV antiviral: qHTS Assay for inhibitors of the human cytomegalovirus (HCMV); HFF cells, HCMV-luciferase reporter, 72 h; active compounds read low; activity change, negative = inhibition, % at 57.5 µM; actives 4.5% (n = 410,000); in the data active = activity change below about -60%; inconclusive = no clear call, values can overlap the other calls; inactive = above about -39%
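After 16 h attachment at 37C, HFF cells received test compound and HCMV-luciferase (1 PFU/cell); reporter luminescence read 72 h later, data normalized against buffer-only and known inhibitor Salinomycin.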
AMA1 RON2 block: qHTS for Inhibitors of AMA1-RON; Towards Development of Antimalarial Drug Lead: Primary Screen; Plasmodium falciparum AMA1 (3D7) - RON2 peptide interaction; AlphaScreen AMA1-biotinylated RON2 peptide binding; Potency, µM (top dose mostly 58.2 µM), for the others: at the top dose activity change, negative = inhibition, usual class: inhibitors; actives 0.2% (n = 360,000); AID 720542, 2013;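 note: potency is the fitted concentration of half-maximal effect; 0% = vehicle wells and -100% = peptide control; nearly all actives have a fitted effect of over 45% in size; some results filed as inactive show a strong effect at the top dose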
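AMA1 (3D7) with his tag at 25 nM final met compounds first, then biotinylated RON2 peptide at 25 nM; detection used donor plus acceptor beads, 10 µg/mL apiece, read by AlphaScreen after 30 min at room temperature.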
FBPA Giardia inh: qHTS Assay for Inhibitors of Fructose-1,6-bisphosphate Aldolase from Giardia Lamblia; Potency, µM (doses to about 59.6 µM), for inactives: at the highest dose activity, negative = inhibition, hits mostly inhibitors; purified Giardia FBPA; actives 0.71% (n = 290,000); note: potency is the fitted concentration of half-maximal effect; nearly all actives have a fitted effect of over 55% in size
Target sequence (A8B2U2 whole entry, looked up): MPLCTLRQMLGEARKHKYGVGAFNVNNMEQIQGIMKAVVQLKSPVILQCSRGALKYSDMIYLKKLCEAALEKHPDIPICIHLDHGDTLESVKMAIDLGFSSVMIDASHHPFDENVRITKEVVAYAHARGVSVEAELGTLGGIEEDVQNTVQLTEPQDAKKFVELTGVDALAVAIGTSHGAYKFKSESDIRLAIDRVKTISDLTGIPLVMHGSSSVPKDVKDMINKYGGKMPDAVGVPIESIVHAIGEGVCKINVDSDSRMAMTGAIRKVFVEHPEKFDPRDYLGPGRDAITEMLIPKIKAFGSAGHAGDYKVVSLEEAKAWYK
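Giardia FBPA (40 nM reagent) was preincubated 10 min at RT with compound (up to 57.5 uM final), then substrate plus GAPDH/TPI/NAD/arsenate coupling system with diaphorase/resazurin was added; resorufin fluorescence (525/598 nm) was read after 20 min.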
AmpC detergent: qHTS Inhibitors of AmpC Beta-Lactamase (assay with detergent) | AmpC hydrolysis of nitrocefin, absorbance 480 nm, 0.01% Triton | Potency, µM (titrated, usually from 114 µM), inactives show top-dose activity change, negative = inhibition, usual class: inhibitors | actives 0.041% (n = 370,000);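 note: potency is the fitted concentration of half-maximal effect; 0% = no-compound wells and -100% = no-enzyme wells; nearly all actives have a fitted effect of over 25% in size; some results filed as inactive show a strong effect at the top dose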
Target sequence (P00811 whole entry, looked up): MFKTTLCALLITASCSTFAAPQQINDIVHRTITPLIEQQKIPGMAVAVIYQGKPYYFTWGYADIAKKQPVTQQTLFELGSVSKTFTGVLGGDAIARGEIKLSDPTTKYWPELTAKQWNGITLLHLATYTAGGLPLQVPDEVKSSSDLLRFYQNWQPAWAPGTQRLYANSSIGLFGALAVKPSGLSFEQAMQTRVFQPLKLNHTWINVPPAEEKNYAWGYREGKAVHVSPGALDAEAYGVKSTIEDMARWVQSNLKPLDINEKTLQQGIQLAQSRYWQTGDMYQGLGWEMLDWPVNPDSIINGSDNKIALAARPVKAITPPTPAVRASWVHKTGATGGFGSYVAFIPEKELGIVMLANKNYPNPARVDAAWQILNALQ
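AmpC (5.3 nM in the dispensed reagent) in 20 mM phosphate pH 7.0 with 0.01% (detergent screen) or 0.0001% Triton X-100 was preincubated with compounds for 15 min at room temperature. Nitrocefin was then added from an 800 uM solution, and hydrolysis was followed at 480 nm.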
Sm TGR block: qHTS Assay for the Inhibitors of Schistosoma Mansoni Peroxiredoxins | Schistosoma mansoni thioredoxin glutathione reductase (TGR), Q962Y6 | purified TGR, DTNB reduction, TNB absorbance 405 nm | Potency, µM (top dose mostly 114 µM), without a hit: at the top dose activity change, negative = inhibition, hits mostly inhibitors | actives 3% (n = 360,000); note: potency is the fitted concentration of half-maximal effect; nearly all actives have a fitted effect of over 60% in size
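TGR 20 nM + NADPH 100 uM (dispensed conc.), cpd preinc 15 min RT; start with NADPH (500 uM addition) then DTNB (15 mM addition). Kinetic TNB absorbance, 405 nm filter. Four-parameter Hill fit across titration.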
The depositor's hits bear a star; [ ] = another dose, or the depositor's remark. Unless noted, calls come from the whole dose curve; as a rule, active = well fitted curve in the direction sought with a large enough effect; inconclusive = small, poorly fitted or top-dose-only effect, or another doubt; inactive = no such curve, though single readings can be large; an effect the other way counts as inactive or inconclusive. Unless noted, % is set by controls: 0 for no effect and ±100 for the full control effect.

For COc1ccc(OC)c(NC(=O)c2oc3c(c2C)-c2nn(Cc4ccc(Cl)cc4)cc2CC3)c1 the results were HCMV antiviral inconclusive, AmpC detergent 21% and Sm TGR block 7%.
`O=[N+]([O-])c1ccc(NC(c2ccccc2)c2ccc3cccnc3c2O)cc1` (stereo not given) gave HCV inhibitor inconclusive, HCMV antiviral -97* and AMA1 RON2 block 69%[activator].
`O=C(Cc1ccccc1[N+](=O)[O-])Nc1cccc(S(=O)(=O)NC2=NCCCCC2)c1` gave HCV inhibitor inconclusive, HCMV antiviral -17, AMA1 RON2 block -1%, AmpC detergent inconclusive and Sm TGR block -2%.
For CC(C)CN1CCN(CCCOC(=O)Nc2cccc3ccccc23)CC1C (stereo not given) the results were HCV inhibitor -21%, HCMV antiviral -25 and AMA1 RON2 block -8%.
Screening O=C(CCCN1C(=O)c2cccnc2C1=O)Nc1ccc(Br)cc1 returned HCV inhibitor 2%, HCMV antiviral 28, AMA1 RON2 block -12%, FBPA Giardia inh 3%, AmpC detergent -5% and Sm TGR block 5%.
For COc1ccc(N2CCN(C(=O)COC(=O)c3cccc(OC)c3O)CC2)cc1 the results were HCV inhibitor 0%, HCMV antiviral inconclusive and AMA1 RON2 block -12%.
`O=c1ccnc(SCCc2ccc([N+](=O)[O-])cc2)[nH]1` gave HCV inhibitor 4%, HCMV antiviral 14 and AMA1 RON2 block -2%.
For COc1ccc(-c2nc(C)c(CCNC(=O)c3ccc(C(F)(F)F)cc3)s2)cc1OC the results were HCMV antiviral 15, AmpC detergent 6% and Sm TGR block 4%.
`Cc1ccc(CNc2ccc(-c3nc(-c4ccccn4)no3)cc2[N+](=O)[O-])cc1` gave HCMV antiviral 57, AmpC detergent 16% and Sm TGR block 20%.
COc1ccc(Br)c(C(=O)N2CCN(S(=O)(=O)/C=C/c3ccccc3)CC2)c1 was read as HCV inhibitor inconclusive, HCMV antiviral inconclusive, AMA1 RON2 block 3%, FBPA Giardia inh 5%, AmpC detergent -9% and Sm TGR block -3%.
`Cc1ccc2cc(CN(CC3CCCO3)C(=S)NCc3ccco3)c(=O)[nH]c2c1` (stereo not given) gave HCV inhibitor 0%, HCMV antiviral 6, AMA1 RON2 block -10%, FBPA Giardia inh -15%, AmpC detergent 0% and Sm TGR block -2%.
COc1ccc(/C=C(\C#N)c2nc(-c3cc(Cl)ccc3OC)cs2)cc1 was read as HCMV antiviral 3, AmpC detergent 4% and Sm TGR block 0%.
For Cc1cccc(OCC(=O)N/N=C/CC(C)c2ccccc2)c1C (stereo not given) the results were HCV inhibitor 22%, HCMV antiviral -10, AMA1 RON2 block 25%, FBPA Giardia inh 6%, AmpC detergent -6% and Sm TGR block -7%.
O=C(CN1C(=O)NC2(CCCC2)C1=O)Nc1ccc(Cl)cc1C(F)(F)F was read as HCV inhibitor 13%, HCMV antiviral 106, AMA1 RON2 block 20%, FBPA Giardia inh -1%, AmpC detergent -6% and Sm TGR block 3%.
Cc1ccc2nc(N(Cc3cccnc3)C(=O)Cc3ccccc3)sc2c1 was read as HCMV antiviral 48, AmpC detergent 8% and Sm TGR block 3%.
COc1ccc(CN(C)C(=O)C23CC4CC(CC(C4)C2)C3)c(OC)c1 was read as HCV inhibitor 6%, HCMV antiviral -5, AMA1 RON2 block 12%, FBPA Giardia inh 1%, AmpC detergent inconclusive and Sm TGR block 10%.
Screening CSc1nc(N2CCOCC2)c2sccc2n1 returned HCV inhibitor inconclusive, HCMV antiviral 15, AMA1 RON2 block -4%, FBPA Giardia inh 0% and AmpC detergent -7%.
For CCC/C=N/Nc1nnc(Cc2ccc(OC)c(OC)c2)c(=O)[nH]1 the results were HCV inhibitor 23%, HCMV antiviral 37, AMA1 RON2 block inconclusive, FBPA Giardia inh -26%, AmpC detergent -1% and Sm TGR block 5%.
`O=C(Nc1ccncc1)C1CCN(S(=O)(=O)c2ccc(Cl)cc2)CC1` gave HCV inhibitor inconclusive, HCMV antiviral -34, AMA1 RON2 block -13%, AmpC detergent -19% and Sm TGR block 7%.
COC(OC)c1ccnc(-c2ccc(OC(C)=O)cc2)n1 was read as HCV inhibitor 14%, HCMV antiviral -83*, AMA1 RON2 block 29%, FBPA Giardia inh 0%, AmpC detergent inconclusive and Sm TGR block 0%.
`C=CCn1nnnc1-c1cc(Cl)cc(Cl)c1` gave HCV inhibitor -8%, HCMV antiviral -35, AMA1 RON2 block -11%, FBPA Giardia inh 7%, AmpC detergent 4% and Sm TGR block -12%.
O=C(Cc1csc(NC(=O)c2ccccc2)n1)NO was read as HCV inhibitor -15%, HCMV antiviral -10, AMA1 RON2 block 104%[activator], FBPA Giardia inh -12%, AmpC detergent inconclusive and Sm TGR block 1%.
`Cn1c(C(=O)NCCCN2CCOCC2)cc2c(=O)n(C)c3ccccc3c21` gave HCV inhibitor -23%, HCMV antiviral 19, AMA1 RON2 block 0%, FBPA Giardia inh -12%, AmpC detergent -9% and Sm TGR block 0%.
`Fc1ccc(Nc2ccc3ccccc3n2)c(F)c1` gave HCV inhibitor -7%, HCMV antiviral 48, AMA1 RON2 block 11%, FBPA Giardia inh -19%, AmpC detergent 3% and Sm TGR block 1%.
For CCC[C@H]1CCCC/C=C\CCCC(=O)OCCN1C(=O)OC(C)(C)C the results were HCV inhibitor 1%, HCMV antiviral -71*, AMA1 RON2 block 4%, AmpC detergent -4% and Sm TGR block -2%.
`COCCN(C(=O)CCc1ccc(OC)cc1)c1nnc(-c2ccncc2)s1` gave HCV inhibitor -22%, HCMV antiviral -4, AMA1 RON2 block 8%, FBPA Giardia inh -15%, AmpC detergent 1% and Sm TGR block 0%.
CCOC(=O)c1sc(NC(C)=O)c(C(=O)OCC)c1C was read as HCV inhibitor inconclusive, HCMV antiviral -20, AMA1 RON2 block -14%, FBPA Giardia inh 5%, AmpC detergent 7% and Sm TGR block 12%.
`COc1ccc2c(c1)[nH]c1c(=O)n(Cc3ccco3)cnc12` gave HCV inhibitor inconclusive, HCMV antiviral 10, AMA1 RON2 block 1%, FBPA Giardia inh 10%, AmpC detergent -3% and Sm TGR block -13%.
`COc1ccc(CNC(=O)C2CCN(c3nnc(C)c4c(C)n(-c5ccc(C)cc5)nc34)CC2)cc1` gave HCMV antiviral -107*, AmpC detergent 3% and Sm TGR block -9%.
`Cc1ccccc1Cn1cccc(C(=O)Nc2nc3ccccc3s2)c1=O` gave HCMV antiviral -71*, AmpC detergent 5% and Sm TGR block 5%.
Screening CCC(C)NC(=O)Cn1c(=O)n(CC2CCC(C(=O)NC)CC2)c(=O)c2sccc21 (stereo not given) returned HCMV antiviral 9, AmpC detergent 5% and Sm TGR block -3%.
Screening CC(=O)Nc1ccc(S(=O)(=O)NNc2cccc(C)c2)cc1 returned HCV inhibitor -15%, HCMV antiviral 11, AMA1 RON2 block 1%, AmpC detergent 0% and Sm TGR block 14µM*.
Screening CC(=O)NC1(c2ccccc2)CCN(Cc2nnnn2C(C)(C)C)CC1 returned HCV inhibitor -12%, HCMV antiviral -1, AMA1 RON2 block -10%, FBPA Giardia inh 2%, AmpC detergent 9% and Sm TGR block 14%.
For CCc1cccc(CC)c1NC(=O)C(CC)Sc1nc2ccncc2[nH]1 (stereo not given) the results were HCV inhibitor 13%, HCMV antiviral 1, AMA1 RON2 block -3%, FBPA Giardia inh inconclusive, AmpC detergent 0% and Sm TGR block -5%.
For COC(=O)c1cccc(NC(=O)CSc2nnc(COc3ccc(C#N)cc3)n2-c2ccccc2)c1 the results were HCV inhibitor inconclusive, HCMV antiviral -13, AMA1 RON2 block -9%, FBPA Giardia inh -3%, AmpC detergent -8% and Sm TGR block 2%.
CCN1CCN(Cc2c(C)[nH]c3ccc(OC)cc3c2=O)CC1 was read as HCV inhibitor -13%, HCMV antiviral 5, AMA1 RON2 block 5%, FBPA Giardia inh -6%, AmpC detergent 1% and Sm TGR block 28%.
COc1ccc(C(=O)NCC(C)(C)SCc2c(C)cc(C)cc2C)cc1 was read as HCV inhibitor inconclusive, HCMV antiviral -39, AMA1 RON2 block -3%, FBPA Giardia inh -1%, AmpC detergent 2% and Sm TGR block 0%.
COc1ccc(N(CC(=O)NCc2ccccc2)S(=O)(=O)c2c(C)nn(C)c2C)cc1 was read as HCV inhibitor 22%, HCMV antiviral 23, AMA1 RON2 block -1%, FBPA Giardia inh 5%, AmpC detergent inconclusive and Sm TGR block -1%.
`CCn1cc(C(=O)OCC(=O)c2cc(C)n(-c3ccccc3)c2C)c(=O)c2ccc(C)nc21` gave HCV inhibitor 1%, HCMV antiviral 2, AMA1 RON2 block -1%, FBPA Giardia inh 16%, AmpC detergent inconclusive and Sm TGR block -12%.
CC(C)CCNC(=O)c1ccc2c(c1)NC(=O)C(CS(=O)(=O)Cc1ccc(F)cc1)N2 (stereo not given) was read as HCMV antiviral 9, AmpC detergent 25% and Sm TGR block -20%.
`CCN(CC)C(=O)[C@H]1CC(CC(=O)NCCCn2ccnc2)C(=O)N2CCc3c([nH]c4ccc(OC)cc34)[C@]12C` (stereo not given in full) gave HCV inhibitor 6%, HCMV antiviral 6 and AMA1 RON2 block -3%.
Screening Cc1cc(NCCCN(C)C)n2nc(-c3cccs3)cc2n1 returned HCV inhibitor inconclusive, HCMV antiviral 137, AMA1 RON2 block -6%, FBPA Giardia inh 0%, AmpC detergent 10% and Sm TGR block 7%.
O=C(COC(=O)c1ccc(O)cc1)Nc1cc(S(=O)(=O)N2CCOCC2)ccc1Cl was read as HCV inhibitor -7%, HCMV antiviral 9, AMA1 RON2 block 7%, AmpC detergent -12% and Sm TGR block -6%.
`Cc1cc(C)nc(Nc2ncc(O)n2-c2ccc(C)c(Cl)c2)n1` gave HCV inhibitor -9%, HCMV antiviral 26, AMA1 RON2 block 30%, FBPA Giardia inh 0%, AmpC detergent -2% and Sm TGR block -2%.
Screening Cc1ccnc2nc(C(=O)Nc3nnc(-c4ccccc4)o3)nn12 returned HCV inhibitor 2%, HCMV antiviral inconclusive, AMA1 RON2 block -1%, FBPA Giardia inh inconclusive, AmpC detergent 0% and Sm TGR block -8%.
For Cc1cc(=O)oc2c(C)c(OCC(=O)NCc3ccccn3)ccc12 the results were HCV inhibitor 1%, HCMV antiviral inconclusive, AMA1 RON2 block 8%, AmpC detergent -12% and Sm TGR block -23%.

Filtered by structure, the compounds so far containing bromine.
Screening O=C(CCCN1C(=O)c2cccnc2C1=O)Nc1ccc(Br)cc1 returned HCV inhibitor 2%, HCMV antiviral 28, AMA1 RON2 block -12%, FBPA Giardia inh 3%, AmpC detergent -5% and Sm TGR block 5%.
COc1ccc(Br)c(C(=O)N2CCN(S(=O)(=O)/C=C/c3ccccc3)CC2)c1 was read as HCV inhibitor inconclusive, HCMV antiviral inconclusive, AMA1 RON2 block 3%, FBPA Giardia inh 5%, AmpC detergent -9% and Sm TGR block -3%.

Bioassay records from PubChem BioAssay.
